Compound activity deposited in PubChem BioAssay by several laboratories.
RGS4 pot = RGS4 potentiation or activation; HEK293 M3R/inducible RGS4, carbachol calcium flux Fluo4; active compounds read low; B-score at 10 µM; 310,000 compounds, 0.92% hits; AID 463111;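 active = B-score of the integrated calcium signal more than 4 SD below the library mean, with starting fluorescence not abnormally high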;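 also: negative B-score means reduced calcium response which marks RGS4 activation or potentiation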
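Assay system: Inducible-RGS4 HEK293 cells carrying M3 receptor | Schedule: Compound preincubation 20 min at room temperature before agonist | Signal: Kinetic calcium fluorescence imaging with Fluo4-AM dye, 2 µM | Read-out basis: B score from integrated fluorescence ratio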
hERG rescue = compounds protecting human hERG from proarrhythmic drug block. Q12809. CHO-hERG, FluxOR thallium flux, dofetilide IC70 present. activation (rescue from dofetilide block), less the hit threshold, % at 10 µM. 310,000 compounds, 0.51% hits. AID 1511;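 active = activation above the mean of controls blocked by dofetilide plus 5 SD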;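 also: thallium influx through hERG after potassium depolarization seen as dye fluorescence rise; in these data hits start at about 4.7%; inactives centre near -7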
GSK3 alpha inh = blocks human GSK-3 alpha kinase | AID 2650 | P49840 | inhibition, % at 10 µM | 320,000 compounds, 0.1% hits | ADP-Glo luminescence, 60 min;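 in the data active = inhibition above about 50%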;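 also: GST-tagged GSK-3 alpha with peptide substrate and 25 µM ATP; 0% = DMSO neutral wells and 100% = GW8510 positive control wells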
GSK3B inh = blocks human GSK3beta kinase activity. P49841. GST-GSK3beta kinase, ADP-Glo luminescence, 60 min; active compounds read low. activity score (negative = inhibition), % at 10 µM. 300,000 compounds, 0.038% hits. AID 2097;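 active = more than half of replicate wells score below -50%, meaning over 50% inhibition versus plate controls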;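 also: 0% = median DMSO wells and -100% = median GW8510 positive control wells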
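Test system – GST-tagged human GSK3beta kinase, cell-free · Incubation – 60 min enzyme reaction, room temperature · Signal – ADP-Glo luminescence · Also added – peptide substrate and ATP at 25 µM · Controls – DMSO neutral wells and GW8510 at 20 µM as positive · Buffer or medium – Tris/MgCl2 kinase buffer · Measure – Luminescence-derived activity versus plate DMSO and GW8510 wells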
KCNK9 block = inhibitors of human KCNK9 two-pore domain potassium channel; Q9NPC2; HEK293 KCNK9, FluxOR thallium flux fluorescence; active compounds read low; B-score at 10 µM; 310,000 compounds, 1.2% hits; AID 488922;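 active = ratio B-score over 3 SD below the library mean, with starting fluorescence within 5 SD of its mean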;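 also: negative B-score means less thallium flux so channel inhibition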
Target sequence (Q9NPC2 whole entry, looked up, the tested form may be a part): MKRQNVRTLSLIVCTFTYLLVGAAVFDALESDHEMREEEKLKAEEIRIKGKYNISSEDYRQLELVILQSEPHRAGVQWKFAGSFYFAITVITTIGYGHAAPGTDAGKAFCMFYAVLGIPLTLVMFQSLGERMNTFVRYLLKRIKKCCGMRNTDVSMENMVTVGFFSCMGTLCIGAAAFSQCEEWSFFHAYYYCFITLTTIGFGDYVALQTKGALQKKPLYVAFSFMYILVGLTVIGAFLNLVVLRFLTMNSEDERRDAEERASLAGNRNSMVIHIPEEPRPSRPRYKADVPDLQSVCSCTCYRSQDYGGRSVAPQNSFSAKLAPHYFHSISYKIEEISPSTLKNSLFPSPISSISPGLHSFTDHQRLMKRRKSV
KCNQ1 block = inhibitors of human KCNQ1 potassium channel; 310,000 compounds, 1.3% hits; B-score at 10 µM; CHO-K1 KCNQ1, FluxOR thallium flux fluorescence; active compounds read high; AID 2642;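 active = compounds whose thallium flux B-score, printed positive for inhibition, exceeds three library SD while starting fluorescence stays within three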;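 also: channel opened by potassium depolarization with thallium stimulus after 20 min compound exposure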
KCNK3 inh = human KCNK3 channel inhibition, primary screen. CHO-KCNK3 thallium flux, FluxOR fluorescence; active compounds read low. 340,000 compounds, 0.84% hits. AID 602410. B-score at 10 µM;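 active = B-score under library mean minus 4 SD, starting fluorescence ratio at most library mean plus 5 SD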;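 also: more negative B-score means stronger inhibition of thallium flux through KCNK3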
Target sequence (O14649 whole entry, looked up): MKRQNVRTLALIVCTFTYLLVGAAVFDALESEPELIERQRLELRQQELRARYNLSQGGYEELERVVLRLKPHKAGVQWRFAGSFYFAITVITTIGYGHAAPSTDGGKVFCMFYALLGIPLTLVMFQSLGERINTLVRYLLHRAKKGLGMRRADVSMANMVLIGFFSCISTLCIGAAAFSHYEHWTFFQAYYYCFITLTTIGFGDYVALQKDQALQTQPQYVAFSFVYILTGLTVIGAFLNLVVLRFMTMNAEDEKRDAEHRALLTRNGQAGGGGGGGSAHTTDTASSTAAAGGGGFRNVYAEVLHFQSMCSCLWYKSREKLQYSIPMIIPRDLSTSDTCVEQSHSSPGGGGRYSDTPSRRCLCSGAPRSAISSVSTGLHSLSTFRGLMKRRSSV
RGS4 block = human RGS4 inhibition. HEK293 M3R/RGS4 inducible, Fluo-4 calcium flux; active compounds read high; triggered by carbachol at its EC20. AID 463165. B-score at 10 µM. P49798. 310,000 compounds, 0.45% hits;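 active = B-score, a plate-corrected calcium signal, over three deviations above library mean, with baseline fluorescence within five deviations of library mean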;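 also: RGS4 expression induced by doxycycline in cells with stable M3 receptor; B-score is computed from the integrated fluorescence ratio over baseline after carbachol; higher B-score means a larger calcium signal and so more RGS4 inhibition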
Target sequence (P49798 whole entry, looked up): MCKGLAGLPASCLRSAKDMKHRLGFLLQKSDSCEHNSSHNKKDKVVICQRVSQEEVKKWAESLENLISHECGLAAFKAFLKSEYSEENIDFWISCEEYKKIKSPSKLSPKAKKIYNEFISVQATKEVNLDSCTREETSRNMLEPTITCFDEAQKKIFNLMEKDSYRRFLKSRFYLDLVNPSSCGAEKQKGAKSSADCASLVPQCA
Dyrk1A ADPGlo = blocks rat Dyrk1A kinase activity | ADP-Glo luminescence, NFATc1 peptide | inhibition, % at 12.5 µM | 310,000 compounds, 0.43% hits | AID 504441; in the data active = inhibition above about 50%;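 also: plate controls were vehicle with enzyme for no effect and no enzyme for full effect; many of its hits are not listed in these tables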
KCNQ1 pot = potentiators or activators of human KCNQ1 potassium channel | 310,000 compounds, 0.35% hits | AID 2648 | P51787 | B-score at 10 µM | CHO-K1 KCNQ1, thallium flux FluxOR fluorescence; active compounds read high;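 active = fluorescence ratio B-score, a plate-corrected score, at least three library SD, with initial intensity B-score within 5 SD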
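assay system = KCNQ1-transfected CHO-K1 cells | medium = assay buffer with matched DMSO | probe or stimulus = depolarizing K+/Tl+ stimulus, K2SO4 and Tl2SO4 each 12.5 mM in 5x stock | dosing = single dose | incubation = dye 90 min, compound 20 min, room temperature | detection = kinetic FluxOR fluorescence, 10 s baseline plus 110 s post-stimulus | evaluation = ratio B score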
PolyA inhibitor = yeast polyadenylation inhibition; S. cerevisiae SKY197-pL101 polyadenylation reporter, beta-gal luminescence; efflux-impaired pdr1/pdr3 knockout yeast; score 100 = 6 SD above DMSO; calls only at 12 µM; 300,000 compounds, 0.02% hits; AID 1875;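 active = lowest replicate activity score at least 50, where 100 means six control SD above control mean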;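 also: yeast exposed to compound for 9 h at 30 °C; higher score means more reporter readthrough which indicates perturbed polyadenylation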
* = called active by the depositor; i = inactive; / = no result given.

Fields: RGS4 pot, hERG rescue, GSK3 alpha inh, GSK3B inh, KCNK9 block, KCNQ1 block, KCNK3 inh, RGS4 block, Dyrk1A ADPGlo, KCNQ1 pot, PolyA inhibitor
[1] CC(=O)c1c(C)[nH]c(C(=O)Nc2ccc(C)cc2Br)c1C
 : i, -2.6, -0.8, -2.9, i, i, i, i, -6.0, i, i
[2] COC(=O)c1sc(NC(=O)C2CCCO2)c(C(=O)OC)c1C (stereo not given)
 : i, -4.8, -0.9, 2.7, i, i, i, i, /, i, i
[3] OC(CNc1ccccc1)COc1ccc(OCC(O)CNc2ccccc2)cc1 (stereo not given)
 : i, -7.5, -1.6, -0.1, i, i, i, i, 3.6, i, i
[4] Cc1ccccc1Cn1nc(C)c(NC(=O)/C=C/c2cnn(C)c2)c1C
 : i, -2.4, -0.9, 0.2, i, i, i, i, -4.4, i, i
[5] CC(=O)Nc1ccc2c(c1)C(C)(C)C(C)N2C (stereo not given)
 : i, -3.8, 2.5, 0.8, i, i, /, i, /, i, i
[6] Cc1ccc(NC(=O)CO/N=C/c2ccc(N(C)C)cc2)cc1
 : i, -6.8, -3.6, 2.4, i, i, i, i, 0.7, i, i
[7] CC(C)N1CC(C(=O)Nc2ccc(Cl)c([N+](=O)[O-])c2)CC1=O (stereo not given)
 : i, -3.4, -1.0, -0.6, i, i, i, i, /, i, i
[8] COc1ccc(/C=N/N=C2/NC(=O)C(CC(=O)NC(N)=O)S2)cc1 (stereo not given)
 : i, -1.5, 0.4, 5.3, i, i, i, i, -1.9, i, i
[9] Cc1ccc(NC(=O)C2CCCN(c3ncnc4c3nc3n4CCCCC3)C2)cc1Cl (stereo not given)
 : i, -8.6, -1.6, -3.8, i, i, i, i, 7.4, i, i
[10] COc1cc(C(=O)OC2CC3CCC2(C)C3(C)C)ccc1OC(C)=O (stereo not given)
 : i, -12.3, -1.3, 2.1, i, i, i, i, 2.8, i, i
[11] CCc1nnc(NC(=O)c2ccc(-c3ccc(F)cc3)o2)s1
 : i, -4.5, -5.1, -2.0, i, i, i, i, /, i, i
[12] CCc1ccc(/C=C2\C(=N)N3N=C(CC(=O)N4CCCCC4)SC3=NC2=O)cc1
 : i, -6.7, 1.9, -1.0, i, i, i, i, 9.1, i, i
[13] O=C(COc1cccc2ccccc12)NNC(=O)C1CCCO1 (stereo not given)
 : i, -7.8, -1.1, 1.6, i, i, i, i, 0.1, i, i
[14] Cc1nn(CC(=O)OC(C)C(=O)Nc2ccccc2[N+](=O)[O-])c(C)c1[N+](=O)[O-] (stereo not given)
 : i, -8.3, 0.2, 3.2, i, i, i, i, 0.9, i, i
[15] O=C(NCCNC(=O)C(F)(F)F)c1ccncc1
 : i, -1.9, -2.3, 3.0, i, i, i, i, 2.4, i, i
[16] Cc1c(Cl)cccc1NS(=O)(=O)c1ccc(-c2ccc(=O)[nH]n2)o1
 : i, -6.7, 0.2, 1.8, i, i, i, i, -1.1, i, i
[17] Cc1ccc(S(=O)(=O)CCC(=O)OCc2cc(C)ccc2C)cc1
 : i, -5.5, -2.5, 4.8, i, i, i, i, 4.4, i, i
[18] CCNc1nc(NCC)nc(SCCOC(=O)Nc2ccc(Cl)cc2Cl)n1
 : i, -9.2, -0.8, 1.1, i, i, i, i, -0.1, i, i
[19] CCOC(=O)c1sc2ncnc(N3CCN(CC)CC3)c2c1C
 : i, -7.8, -0.1, -1.2, i, i, i, i, 1.6, i, i
[20] CCOC(=O)Nc1ccc2nc(N3CCCCCC3)sc2c1
 : i, -9.5, -2.1, -3.2, i, i, i, i, 0.3, i, i
[21] O=C/C(=C\Nc1ccc(Br)cc1)c1nc2ccccc2o1
 : i, -15.6, 8.4, 5.3, i, i, i, i, -5.0, i, i
[22] Cc1ccc(S(=O)(=O)Oc2ccccc2/C=C2/SC(=O)NC2=O)cc1
 : i, -10.9, 1.0, -3.1, i, 9*, i, i, 36.4, i, i
[23] Cc1ccc(-n2ncc3c(NCc4cccnc4)ncnc32)c(C)c1
 : i, -16.8, -0.8, -1.5, i, i, i, i, -3.9, i, i
[24] CCn1c(SCC(=O)NC2CCCCC2)nnc1C(CO)NC(=O)c1ccccc1 (stereo not given)
 : i, -10.2, -1.2, 0.6, i, i, i, i, 1.7, i, i
[25] CC(=O)c1c(C(=O)O)c2ccccc2[nH]c1=O
 : i, -8.3, -0.2, 0.2, i, i, i, i, -6.5, i, i
[26] CC(NC(=O)C(C)N1CCN(Cc2ccccc2)CC1)c1ccc(F)cc1 (stereo not given)
 : i, -6.9, 0.9, -1.6, i, i, i, i, -9.4, i, i
[27] CCn1cc(Cl)c(C(=O)Nc2nc3ccccc3n2CCN2CCCCC2)n1
 : i, -5.3, -0.7, 0.4, i, i, i, i, 2.0, i, i
[28] COc1ccc(N(CC(=O)NC2CCCC2)C(=O)Cn2nnc(-c3ccc(C)o3)n2)c(OC)c1
 : i, -9.7, /, 0.5, i, i, i, i, 0.9, i, i
[29] COc1ccc(N2CC(C(=O)OCC(=O)Nc3cccc(C)c3C)CC2=O)cc1 (stereo not given)
 : i, -10.0, -2.1, -1.1, i, i, i, i, -6.9, i, i
[30] CC1(C)CC(N2CN(C3CCCCC3)CC2=O)CC(C)(C)N1
 : i, -7.4, 1.9, 2.3, i, i, i, i, -3.2, i, i

Further entries.
Fields: RGS4 pot, hERG rescue, GSK3 alpha inh, GSK3B inh, KCNK9 block, KCNQ1 block, KCNK3 inh, RGS4 block, Dyrk1A ADPGlo, KCNQ1 pot, PolyA inhibitor
[31] Cc1nc(Nc2ccc(C(=O)O)cc2)sc1-c1ccccc1
 : i, -10.7, 1.6, 0.9, i, i, i, i, 26.9, i, i
[32] C/C(CC(=O)NCc1ccco1)=N\NC(=O)COc1ccc(Cl)cc1Cl
 : i, -12.3, 0.7, 3.2, i, i, i, i, 17.7, i, i
[33] Cc1ccc(C2C(C=Nc3c(C)n(C)n(-c4ccccc4)c3=O)=C(c3ccccc3)Oc3ccccc32)cc1 (stereo not given)
 : i, 0.2, 1.5, -2.2, i, i, i, i, -2.5, i, i
[34] Cc1nc(C(=O)Nc2cc(Cl)ccc2Cl)nn1-c1cc(OC(C)C)c(Cl)cc1Cl
 : i, -9.0, -2.6, 3.0, i, i, i, i, -0.2, i, i
[35] COc1cc(CC(=O)Oc2ccc3c(c2)OCO3)cc(OC)c1OC
 : i, -6.8, 0.8, -1.8, i, i, i, i, 10.7, i, i
[36] CCOC(=O)C1CN(S(=O)(=O)c2ccc(OC)cc2)c2ccccc2O1 (stereo not given)
 : i, -3.9, -0.5, -1.4, i, i, i, i, 7.7, i, i
[37] Cc1ccc(Nc2c(N)c(=O)oc3ccccc23)cc1
 : i, -11.4, -0.6, 4.3, i, i, i, i, 12.5, i, i
[38] COc1cccc(-c2nn[nH]n2)c1O
 : i, -1.5, -4.5, 5.8, i, i, i, i, 4.5, i, i
[39] O=C(Nc1cccc(S(=O)(=O)N2CCOCC2)c1)c1cc([N+](=O)[O-])ccc1N1CCOCC1
 : i, -7.3, -2.2, 0.8, i, i, i, i, 1.3, i, i
[40] O=C(Nc1cc2c(cc1Br)OCCCO2)c1cccnc1
 : i, -7.2, -0.5, -0.6, i, i, i, i, -0.6, i, i
[41] COC(C[C@@H]1O[C@H]1[C@H](O)[C@@H](C)OCc1ccccc1)OC
 : i, -4.6, -1.4, -1.3, i, i, /, i, /, i, i
[42] COc1ccc(Oc2nc3ccccc3nc2C(F)(F)F)cc1
 : i, -9.9, -2.2, -1.4, i, i, i, i, 8.1, i, i
[43] COC(=O)c1cc(S(=O)(=O)Nc2ccsc2C(=O)OC)oc1C
 : i, -9.3, 4.0, 0.1, i, i, i, i, /, i, i
[44] COc1ccc(Cl)cc1N1C(=O)C2CCCN2C1c1ccc(F)cc1 (stereo not given)
 : i, -7.0, -3.3, -2.3, i, i, i, i, 16.9, i, i
[45] CCN=C1S/C(=C\c2cn(CC(=O)NCCOC)c3ccccc23)C(=O)N1CC
 : i, -5.9, -1.0, 1.8, i, i, i, i, 10.4, i, i
[46] O=C(CN1CCOCC1)Nc1cc(C(F)(F)F)ccc1Cl
 : i, -8.6, -0.1, /, i, i, i, i, /, i, i
[47] Nc1cc(OC(=O)c2cccs2)nn1S(=O)(=O)c1ccc(F)cc1
 : i, -4.9, 1.0, 0.5, i, i, i, i, 0.1, i, i
[48] Cc1nc2cc(-c3cccs3)nn2c(NCC(C)(C)CN(C)C)c1C
 : i, -3.8, -1.4, 2.2, i, i, i, i, 3.0, i, i
[49] CSc1nnc2ccc(-c3ccccn3)nn12
 : i, -11.3, 1.3, 3.1, i, i, i, i, 0.3, i, i
[50] CC(Cc1nnc(SCC(=O)O)n1N)c1ccccc1 (stereo not given)
 : i, -2.4, -2.3, 1.7, i, i, i, i, 1.0, i, i
[51] CNC(=S)NNC(=O)c1cn(C)nc1C
 : i, -9.7, -3.1, 3.3, i, i, i, i, -0.7, i, i
[52] CCCC(c1nnnn1Cc1cccs1)N1CCN(C2CCCC2)CC1 (stereo not given)
 : i, -9.0, 1.2, 4.6, i, i, i, i, /, i, i
[53] CC(=O)N1CCc2cc(S(=O)(=O)NCC(=O)NCc3ccc(Cl)cc3)ccc21
 : i, -6.0, -2.6, 0.1, i, i, i, i, 4.6, i, i
[54] CCC1CCCCN1S(=O)(=O)c1ccc2[nH]c(=O)ccc2c1 (stereo not given)
 : i, -6.8, -0.6, 1.8, i, i, i, i, -2.9, i, i
[55] CC(=O)CC(=O)Nc1ccn(-c2ccccc2)n1
 : i, -5.1, -3.9, 0.3, i, i, i, i, 0.6, i, i
[56] O=[N+]([O-])c1ccc(O)c(N=Cc2sc3ccccc3c2O)c1
 : i, -17.5, 0.8, 3.2, i, i, i, i, 2.2, i, i
[57] COc1ccc(/C=C/C(=O)NC2CCCCCC2)cc1S(=O)(=O)N1CCOCC1
 : i, -7.9, 3.6, 3.5, i, i, i, i, 4.3, i, i
[58] NC(=O)COC(=O)c1cc([N+](=O)[O-])ccc1NCCO
 : i, -5.9, 1.5, -4.5, i, i, i, i, 2.9, i, i

This is a subset; rates above refer to the full screens.
